High-throughput results: PubChem, Broad Institute
RAD54 branch – inhibitors of human RAD54 branch migration, primary screen, biochemical, fluorescence, single point; inhibition, % at 10.4 µM; 360,000 tested, 0.14% active; DNA repair and recombination protein RAD54-like (Homo sapiens), Q92698; RAD54 Holliday junction branch migration, FAM/BHQ fluorescence;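 active means mean normalized replicate activity at least 40 and at least half of replicates scoring 40 or more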;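 further: 0% = median of neutral control wells and 100% = median of positive control wells; inhibitors cause a drop in the FAM fluorescence signal; in these data hits start at about 50%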
Target sequence (Q92698 whole entry, looked up): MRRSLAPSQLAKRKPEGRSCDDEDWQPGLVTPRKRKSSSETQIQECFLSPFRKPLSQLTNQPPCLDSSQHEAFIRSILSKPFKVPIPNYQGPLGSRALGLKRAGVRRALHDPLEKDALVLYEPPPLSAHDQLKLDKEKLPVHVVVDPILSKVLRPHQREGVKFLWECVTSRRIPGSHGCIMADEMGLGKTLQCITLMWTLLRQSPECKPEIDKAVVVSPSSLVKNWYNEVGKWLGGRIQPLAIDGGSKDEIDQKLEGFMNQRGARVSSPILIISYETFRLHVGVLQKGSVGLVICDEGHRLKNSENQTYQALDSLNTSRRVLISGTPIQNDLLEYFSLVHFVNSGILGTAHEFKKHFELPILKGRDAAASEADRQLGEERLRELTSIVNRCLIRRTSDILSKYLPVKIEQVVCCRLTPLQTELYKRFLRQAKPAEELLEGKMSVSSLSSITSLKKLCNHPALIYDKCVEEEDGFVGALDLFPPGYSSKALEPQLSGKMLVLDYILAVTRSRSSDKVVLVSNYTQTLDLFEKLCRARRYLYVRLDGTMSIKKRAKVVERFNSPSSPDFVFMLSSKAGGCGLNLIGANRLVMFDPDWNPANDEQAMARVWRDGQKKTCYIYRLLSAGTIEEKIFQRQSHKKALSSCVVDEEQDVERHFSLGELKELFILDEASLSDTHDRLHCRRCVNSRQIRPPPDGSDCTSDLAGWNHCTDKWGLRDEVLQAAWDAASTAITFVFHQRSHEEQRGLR
ERAP1 inh – human ERAP1 aminopeptidase inhibitors, primary screen, biochemical, single point, plate reader | AID 652197, 2013 | 340,000 tested, 0.15% active | inhibition, % at 10.7 µM | recombinant ERAP1, Leu-AMC fluorescence, 60 min;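 active means mean replicate inhibition of at least 30%, or all replicates individually reaching that 30% level; inactive means mean below 30% and not every replicate reaching it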;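 further: 0% = neutral control wells and 100% = L-leucinethiol positive control wells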
RAD52 anneal inh – RAD52 DNA annealing inhibitors, primary screen, biochemical, FRET, single point, set 2 | DNA repair protein RAD52 homolog (Homo sapiens), P43351 | recombinant RAD52 DNA annealing, FRET fluorescence | inhibition, % at 18.7 µM | 360,000 tested, 0.46% active | AID 651710, 2012;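 active means every replicate showing at least 50% inhibition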
E-sel inducer – E-selectin induction in HUVECs, primary screen, imaging, HUVEC, immunofluorescence imaging, single point. normalized: neutral wells 0, TNF-alpha wells 100. P16581. 260,000 tested, 0.37% active. activation, % at 7.58 µM;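 active means mean E-selectin-positive cell signal at least 10% of the positive control, reached in at least 60% of replicates, without over 20% cell loss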;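 further: in these data hits start at about 27%; measured in HUVEC primary endothelial cells; signal is the percent of cells scored E-selectin positive by PE staining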
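Assay system: HUVEC primary endothelial cells. Input: 3,000 HUVEC seeded per well. Doses: one compound dose added by pin transfer. Read-out basis: % PE-positive cells. Benchmarks: TNF-alpha high, DMSO low. Detection: immunofluorescence imaging. Buffer or medium: EGM-2, gelatin.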
esBAF inh – Bmi1 luciferase reporter increase in mESCs, primary screen, esBAF inhibitor project, mouse ES cells, Bmi1 luciferase knock-in, single point; 24 h; 100% = twice the neutral-well signal; 350,000 tested, 2% active; reporter increase, % at 12.5 µM; in the data active means activation above about 40%;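 further: 0% = median of the plate's neutral control wells and 100% = double that signal; a rise in the Bmi1 reporter signal indicates esBAF inhibition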
Xi reactivation – activators of inactive X chromosome reactivation, primary screen, imaging, XiGFP fibroblasts, GFP high-content imaging, set 2; XiGFP mouse fibroblasts, % GFP-positive cells imaging, 3 d; cells co-treated with 5-aza-dC sensitizer; scaled so ellipticine positive control = 100%; 360,000 tested, 0.055% active; activation, % at 7.58 µM;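 active means mean normalized replicate activation at least 10% and every replicate at or above 10%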;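 further: 0% = median of on-plate neutral control wells and 100% = ellipticine 6 µM median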
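Material: SV40-immortalized XiGFP fibroblast cells, line 68-5-11 | Buffer or medium: DMEM containing 5-aza-dC | Dosing: One concentration, pinned | Times: 3 d treatment, 15 min room-temperature fixation | Controls: Ellipticine 6 µM positive control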
ERp5 inh – inhibitors of ERp5-driven insulin aggregation, primary screen, biochemical, turbidity, absorbance 650 nm, single point | AID 651711, 2012 | 350,000 tested, 0.05% active | inhibition, % at 9.99 µM | 90 min | Protein disulfide-isomerase A6 (Homo sapiens), Q15084;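 active means mean replicate inhibition above about 25%, with every replicate also reaching it, limit read from the data, passing the limit was not always enough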
S100A4 MyoIIA – inhibitors of S100A4-myosin IIA peptide binding, primary screen, biochemical, fluorescence polarization, TAMRA-MyoIIA peptide | Protein S100-A4 (Homo sapiens), P26447 | inhibition, % at 10.7 µM | 360,000 tested, 0.14% active | AID 652163, 2013;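 active means mean inhibition of at least 70% across replicates, with every replicate also reaching that level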
Target sequence (P26447 whole entry, looked up): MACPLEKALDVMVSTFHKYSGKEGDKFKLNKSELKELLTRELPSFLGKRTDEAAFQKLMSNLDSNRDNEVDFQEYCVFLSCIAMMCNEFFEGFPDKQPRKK
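incubation = readout 5 min after mixing, signal stable up to 60 min | system = S100A4 monomer protein | buffer or medium = HEPES pH 7.2 with CaCl2, KCl, NaCl, DTT, Triton | benchmarks = neutral control DMSO, positive control TFP | also added = fluorescent myosin IIA peptide, 5 nM | compound dosing = one concentration per compound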
Numbers without * were called inactive; x = not tested or not shown; & = joins results of further samples.

1) COC(=O)C1=C(C)N(Cc2ccc(C(F)(F)F)cc2)C(=NCc2ccc3c(c2)OCO3)NC1c1ccccc1 (configuration not stated)
2) C/C=C/c1cnc2c(c1)C(=O)N([C@H](C)CO)C[C@@H](C)[C@@H](CN(C)Cc1ccccc1F)O2
3) CCCN1CCC(=O)N(CCSc2ccc(OC)cc2)CC1
4) COc1ccc(NS(=O)(=O)c2ccc(-c3ccccn3)s2)cc1
5) COc1cccc(C#Cc2cnc3c(c2)C(=O)N([C@@H](C)CO)C[C@@H](C)[C@@H](CN(C)C(=O)C2CC2)O3)c1
6) Cc1ccc(S(=O)(=O)NC(=O)C2(C)CCN2C(=O)c2c(C)noc2C)cc1 (configuration not stated)
7) O=C(CCN1C(=O)/C(=C/c2cccc(Br)c2)SC1=S)Nc1cccnc1
8) CCCc1cn(CC[C@H]2CC[C@@H](NC(=O)CCN3CCCCC3)[C@@H](CO)O2)nn1
9) CO[C@@H]1CN(C)C(=O)c2cc(NS(C)(=O)=O)ccc2OC[C@H](C)N(CCC(F)(F)F)C[C@H]1C
10) Cc1cc(C)cc(NC(=O)Cn2c(=O)oc3cc(S(=O)(=O)N4CCC(C)CC4)ccc32)c1

entry no.	1	2	3	4	5	6	7	8	9	10
RAD54 branch	x	-7	-9	1	0	3	x	8	-8	0
ERAP1 inh	-1	x	1	-6	1	1	1	4	1	x
RAD52 anneal inh	-10	x	-1	4	6	-2	-45	-3	1	-3
E-sel inducer	0.1	0.1	0.0	1.6	0.4	-0.1	0.0	0.5	-0.5	-0.1
esBAF inh	x	-3	-10	x	-2	-7	4	-3	1	-9
Xi reactivation	3.5	0.1	0.0	0.0	0.4	0.0	0.5	0.0	0.0	0.1
ERp5 inh	2	x	-2	3	6	-1	-3	1	-6	-2
S100A4 MyoIIA	-4	x	-2	-7	2	-3	-2	4	31	22

11) C[C@H](CO)N1C[C@H](C)[C@H](CN(C)C(=O)Cc2ccncc2)Oc2ncc(C3=CCCCC3)cc2C1=O
12) CN(C)/C=C1\NC(=S)N(c2ccccc2)C1=O
13) Cc1ccccc1-c1ccc([C@@H]2[C@@H](CO)N3CCCCN(C(=O)Nc4cccc(F)c4)C[C@H]23)cc1
14) CC(OC(=O)CNC(=O)c1sc2ccccc2c1Cl)C(=O)NC1(C#N)CCCCC1 (configuration not stated)
15) CC[C@]12c3[nH]c4cc(-c5ccco5)ccc4c3CCN1C(=O)[C@@H](CC(=O)NCCCN(C)C)C[C@@H]2C(=O)N1CCN(C(=O)C2CC2)CC1
16) O=C(CCc1ccccc1)NCCSc1ccccc1
17) O=C(COc1ccc(S(=O)(=O)N2CCOCC2)cc1Cl)NCc1ccco1
18) COc1ccc(S(=O)(=O)N(C)C[C@@H]2Oc3ccc(NC(=O)CCC(F)(F)F)cc3C(=O)N([C@@H](C)CO)C[C@H]2C)cc1
19) Cc1cc(/C=N/NC(=O)c2cccc([N+](=O)[O-])c2)c(C)n1-c1ccccc1
20) O=C(Cc1ccc(F)cc1)Nc1ccccc1N1CCCC1

entry no.	11	12	13	14	15	16	17	18	19	20
RAD54 branch	3	x	-12	10	8	3	19	-2	x	9
ERAP1 inh	1	-1	0	-1	12	-2	-1	2	-4	-6
RAD52 anneal inh	-3	-73	-2	12	14	-13	-17	5	-19	-15
E-sel inducer	-0.3	-0.9	-0.6	x	-0.2	0.3	x	-31	-0.2	-0.3
esBAF inh	-1	x	-8	-2	2	31	0	2	x	x
Xi reactivation	0.9	0.0	0.0	0.2	0.1	0.0	0.0	0.1	0.1	0.1
ERp5 inh	4	-23	-4	-2	6	-5	2	4	4	3
S100A4 MyoIIA	-4	-22	-1	10	3	4	0	-47	4	10

21) CSc1ccccc1NC(=O)CN(C)CC(=O)NCC(=O)Nc1ccc(F)cc1
22) CCCCOc1ccc(S(=O)(=O)N2CCCCC2)cc1
23) CCC1(c2ccccc2)ON(c2c(Br)cccc2Br)C1=O (configuration not stated)
24) CCC(=O)NC[C@H]1[C@@H](c2ccc(-c3ccc(C#N)cc3)cc2)[C@@H](CO)N1CCC(F)(F)F
25) CN1CCN(c2nc(-c3ccccc3)nc(-c3ccccc3)c2C#N)CC1
26) O=C(C[C@H]1C[C@@H]2c3cc(NC(=O)Nc4ccc(C(F)(F)F)cc4)ccc3O[C@@H]2[C@@H](CO)O1)NCc1ccc(Cl)cc1
27) CCc1cc(=O)oc2cc(C)cc(OC(C)C(=O)NC3CC(C)(C)NC(C)(C)C3)c12 (configuration not stated)
28) C[C@H]1CN([C@@H](C)CO)C(=O)c2cccc(NC(=O)c3ccncc3)c2O[C@@H]1CN(C)Cc1ccc(C(F)(F)F)cc1
29) Cc1ccc(S(=O)(=O)Nc2ccc3c(c2)CC(=O)N([C@@H](C)CO)C[C@H](C)[C@@H](CN(C)S(C)(=O)=O)O3)cc1
30) CCO[C@H]1OC(C(=O)N2CCCC2)=C[C@@H](c2ccc(C(F)(F)F)cc2)[C@@H]1CCCO

entry no.	21	22	23	24	25	26	27	28	29	30
RAD54 branch	-8	-4	-7	x	x	-14	1	3	-5	-6
ERAP1 inh	6	0	7	0	8	3	2	-1	1	-6
RAD52 anneal inh	-4	0	-8	-35	-9	9	-9	0	15	7
E-sel inducer	x	-0.3	0.3	0.3	x	0.5	0.4	0.2	0.0	x
esBAF inh	x	-6	-12	x	x	-4	-1	2	-6	x
Xi reactivation	0.1	0.0	-0.2	0.4	0.2	-0.1	0.0	-0.7	0.2	x
ERp5 inh	-2	2	-2	-2	1	2	-6	-5	-7	4
S100A4 MyoIIA	-4	1	2	-7	-19	16	-2	1	6	1

Reformatted with two lines to a compound: 2 of the compounds above
The line under a structure holds: RAD54 branch, ERAP1 inh, RAD52 anneal inh, E-sel inducer, esBAF inh, Xi reactivation, ERp5 inh, S100A4 MyoIIA
11) C[C@H](CO)N1C[C@H](C)[C@H](CN(C)C(=O)Cc2ccncc2)Oc2ncc(C3=CCCCC3)cc2C1=O
    3, 1, -3, -0.3, -1, 0.9, 4, -4
15) CC[C@]12c3[nH]c4cc(-c5ccco5)ccc4c3CCN1C(=O)[C@@H](CC(=O)NCCCN(C)C)C[C@@H]2C(=O)N1CCN(C(=O)C2CC2)CC1
    8, 12, 14, -0.2, 2, 0.1, 6, 3

Next part.
31) CCOC(=O)C1(CC2CCCCO2)CCN(Cc2nc3ccccc3[nH]2)CC1 (configuration not stated)
32) CC(=O)N(C)C[C@H]1Oc2cc(C#Cc3cccnc3)ccc2S(=O)(=O)N([C@H](C)CO)C[C@H]1C
33) COc1ccc(NC(=O)Nc2cccc3c2O[C@@H](CN(C)C(=O)NC2CCCCC2)[C@H](C)CN([C@@H](C)CO)C3=O)cc1
34) COc1ccc(C(=O)NCc2ccc(N3CCN(C)CC3)cc2)cc1
35) COc1ccccc1NC(=O)N(C)C[C@@H]1Oc2ncc(C#CCC(C)C)cc2C(=O)N([C@H](C)CO)C[C@@H]1C
36) COCC(=O)N(C)C[C@H]1Oc2ncc(C#C[C@H](C)O)cc2C(=O)N([C@@H](C)CO)C[C@H]1C
37) Cc1cc(N2CCN(C(=O)Oc3ccc([N+](=O)[O-])cc3)CC2)c2ccccc2n1
38) CCS(=O)(=O)NCC(c1cccnc1)N1CCN(c2ccccc2OC)CC1 (configuration not stated)
39) O=C(O)CCN1c2cccc3cccc(c23)S1(=O)=O
40) O=S(=O)(NCCc1ccccc1)c1ccc(Br)s1

entry no.	31	32	33	34	35	36	37	38	39	40
RAD54 branch	0	0	3	-5	0	-6&-3&5	x	-9	9	-4
ERAP1 inh	4	0	-1	-1	3	-1&-4&-3	x	-2	-7	2
RAD52 anneal inh	-20	-13	0	-17	17	6&9&12	3	-11	-13	-13
E-sel inducer	x	0.0	2.0	-0.2	-0.1	0.0&0.1	-1.4	4.5	-0.1	-0.2
esBAF inh	7	5	5	0	0	-3&1&-4	x	-1	1	3
Xi reactivation	0.0	0.1	-1.2	0.2	-0.3	0.5&0.7	0.1	-0.1	-0.1	0.2
ERp5 inh	1	5	8	-1	-6	2&-3&-1	3	5	4	-3
S100A4 MyoIIA	-2	-9	-38	-2	-10	1&-12&1	4	0	0	6

Filtered by structure, those above with an aryl thioether with sulfur outside any ring (3)
3) CCCN1CCC(=O)N(CCSc2ccc(OC)cc2)CC1
16) O=C(CCc1ccccc1)NCCSc1ccccc1
21) CSc1ccccc1NC(=O)CN(C)CC(=O)NCC(=O)Nc1ccc(F)cc1

entry no.	3	16	21
RAD54 branch	-9	3	-8
ERAP1 inh	1	-2	6
RAD52 anneal inh	-1	-13	-4
E-sel inducer	0.0	0.3	x
esBAF inh	-10	31	x
Xi reactivation	0.0	0.0	0.1
ERp5 inh	-2	-5	-2
S100A4 MyoIIA	-2	4	-4

Going on with the list:
41) Cc1ccc(S(=O)(=O)N2C[C@H]3[C@H]4C(=O)N(c5ccccc5)C(=O)[C@H]4C[C@H](OC(=O)NC4CCCC4)[C@@]3(O)C2)cc1
42) COc1ccc(C(=O)NCC2OCCc3ccccc32)cc1OC (configuration not stated)
43) O=C(c1ccccc1Cl)N1CCN(S(=O)(=O)N2CCCCC2)CC1
44) C[C@@H]1CN([C@H](C)CO)C(=O)c2cc(NC(=O)Nc3ccc4c(c3)OCO4)ccc2O[C@@H]1CN(C)Cc1ccc2c(c1)OCO2
45) COCC(=O)Nc1ccc2c(c1)OC[C@@H](C)N(C(=O)CC1CC1)C[C@H](C)[C@@H](OC)CN(C)C2=O
46) CC(C)C[C@@H](CN1CCC[C@H]1CN1C(=O)C(=O)NC[C@@H]1Cc1ccccc1)N1C[C@H](Cc2ccc(O)cc2)N(CC2CCCCCC2)C(=O)C1=O
47) Cc1ccc(Cn2nc(C)c(C(=O)NCC(c3cccs3)N3CCOCC3)c2Cl)cc1 (configuration not stated)

entry no.	41	42	43	44	45	46	47
RAD54 branch	-8	x	9	15	7	x	-11
ERAP1 inh	4	-2	3	-3	-4	2	2
RAD52 anneal inh	-3	-10	-4	13	-5	-1	-8
E-sel inducer	-0.7	6.8	-0.1	-0.1	-0.2	1.9	1.2
esBAF inh	-2	x	-3	-2	-6	x	-9
Xi reactivation	0.0	0.1	0.1	0.0	0.2	0.1	0.0
ERp5 inh	-9	0	3	3	-6	4	13
S100A4 MyoIIA	-2	0	14	13	4	-1	2

Values in list order from the entries so far.
ERAP1 inh, nos. 41–47: 4, -2, 3, -3, -4, 2, 2
